Bioassay records from PubChem.
DTT redox prof: compounds producing H2O2 with reducing agent – biochemical, NIH compound library profiling, artefact control for MLSCN library redox annotation, primary screen | DTT-dependent redox cycling H2O2, phenol red/HRP absorbance; 100% = 100 µM peroxide control, 0% = buffer | activation, % at 10 µM | 200,000 compounds, 0.03% hits;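 active = activation of at least 50% relative to the plate's high and low controls in the primary single-dose screen; inactive = activation below 50%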;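 note: compound incubated with DTT at 0.8 mM final as the reducing agent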
Lmaj promast: Leishmania major promastigote growth inhibition; inhibition, % at 10 µM; 200,000 compounds, 9% hits; Leishmania major promastigotes, resazurin fluorescence viability; in the data active = inhibition above about 50%;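 note: promastigotes grown with compound for 44 hours at 28 °C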
RAM network inh: blocks the yeast RAM network | S. cerevisiae dse1pr::URA3 reporter, 5-FOA growth OD615, 2 d; analog-sensitive cbk1-as2 kinase mutant strain | AID 868 | inhibition, % at 50 µM | 190,000 compounds, 1.8% hits;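 active = inhibition above a set limit, 3 SD over mean compound inhibition, cut at about 8.4% in these data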;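 note: 0% = DMSO-only wells with no growth and 100% = 10 µM 1-NA-PP1 full growth; inhibition rescues growth on 5-FOA so higher OD means more RAM inhibition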
PMI act: phosphomannose isomerase (human) activation; activation factor at 20 µM; 190,000 compounds, 0.005% hits; AID 1214; purified human PMI, coupled resazurin fluorescence, 20 min; hits give high values; 1 = vehicle control, 0 substrate-free wells; P34949;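 active = activation factor of 2 or more at 20 µM, relative to plate controls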
Target sequence (P34949 whole entry, looked up): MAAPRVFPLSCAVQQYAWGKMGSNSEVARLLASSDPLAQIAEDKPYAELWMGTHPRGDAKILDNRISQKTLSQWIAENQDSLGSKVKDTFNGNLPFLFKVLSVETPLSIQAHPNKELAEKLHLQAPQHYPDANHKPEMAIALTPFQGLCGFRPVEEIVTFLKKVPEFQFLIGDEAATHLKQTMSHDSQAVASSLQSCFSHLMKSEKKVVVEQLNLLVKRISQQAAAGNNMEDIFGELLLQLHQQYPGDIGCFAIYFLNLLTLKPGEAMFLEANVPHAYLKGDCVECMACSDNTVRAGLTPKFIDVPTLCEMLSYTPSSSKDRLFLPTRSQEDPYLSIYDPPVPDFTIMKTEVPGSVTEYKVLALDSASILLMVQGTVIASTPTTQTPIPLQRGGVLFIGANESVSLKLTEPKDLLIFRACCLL
TNAP inh hi DEA: blocks human TNAP under high phosphate acceptor concentration | P05186 | purified TNAP, CDP-star luminescence, 1 M DEA | inhibition, % at 20 µM | 200,000 compounds, 0.03% hits | AID 1135;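 active = over 50% inhibition of tissue-nonspecific alkaline phosphatase at 20 µM in the single-dose screen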;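 note: plate controls were DMSO wells for no effect and EDTA-quenched wells as full inhibition for full effect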
Target sequence (P05186 whole entry, looked up): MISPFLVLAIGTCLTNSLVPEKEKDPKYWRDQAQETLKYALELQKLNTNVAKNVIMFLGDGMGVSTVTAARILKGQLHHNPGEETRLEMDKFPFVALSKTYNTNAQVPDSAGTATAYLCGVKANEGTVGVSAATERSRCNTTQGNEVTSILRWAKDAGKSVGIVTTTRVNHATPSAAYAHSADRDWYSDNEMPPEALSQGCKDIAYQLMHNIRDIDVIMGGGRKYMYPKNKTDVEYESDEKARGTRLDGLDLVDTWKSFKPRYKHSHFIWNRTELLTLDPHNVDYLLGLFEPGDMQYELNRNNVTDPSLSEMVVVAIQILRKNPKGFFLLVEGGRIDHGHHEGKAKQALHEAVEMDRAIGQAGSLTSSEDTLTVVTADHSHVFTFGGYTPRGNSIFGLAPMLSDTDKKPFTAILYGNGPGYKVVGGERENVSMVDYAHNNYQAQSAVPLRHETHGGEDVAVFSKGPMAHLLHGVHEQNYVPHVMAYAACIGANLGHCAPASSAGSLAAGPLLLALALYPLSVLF
Hsp70 act: Hsp70 transcriptional activation, primary screen | activation, % at 10 µM | 200,000 compounds, 0.04% hits | HeLa Hsp70 promoter luciferase reporter, luminescence; scaled: vehicle 0, proteasome-inhibitor control 100%;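 active = activation above the mean across all tested compounds plus 3 SD, cutoff set per campaign, cut at about 5.5% in these data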;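 note: 100% = MG132 at 30 µM as the positive control and 0% = DMSO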
S1P3 antag: blocks the human S1P3 receptor; 170,000 compounds, 0.27% hits; inhibition, % at 4.98 µM; CHO S1P3 NFAT-BLA reporter, FRET fluorescence, antagonist mode;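 active = inhibition above the plate cutoff, the mean inhibition of test wells on that plate plus 3 SD, cut at about 28% in these data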;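 note: cells challenged with S1P at its EC80 of 0.8 µM; blue over green emission ratio from cleaved BLA substrate after 4 h stimulation; 0% = S1P-stimulated wells and 100% = unstimulated DMSO-only wells; some compounds past the cut are filed as inactive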
PMI act hi M6P: activators of human phosphomannose isomerase at near-saturating mannose 6-phosphate; coupled PMI enzyme assay, resazurin fluorescence, 20 min; hits give high values; 1 = untreated enzyme, 0 = substrate-free blank; AID 1216; activation factor at 20 µM; P34949; 190,000 compounds, 0.34% hits;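 active = activation factor of 2 or more at 20 µM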
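Test system: human PMI in coupled enzyme assay; Input: PMI at 15 ng/mL final; Medium: HEPES buffer, pH 7.4; Schedule: 20 min incubation at room temperature; Technique: resorufin fluorescence at Ex 544/Em 590 nm; Compound: 20 µM single dose; Probe or stimulus: Near-saturating mannose-6-phosphate, 1.0 mM.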
TNAP inh no acc: TNAP (human) inhibition, acceptor-free conditions; P05186; purified TNAP, CDP-star luminescence, 30 min; inhibition, % at 20 µM; 200,000 compounds, 0.26% hits; AID 1012;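 active = tissue-nonspecific alkaline phosphatase inhibition above about 50% at 20 µM in the single-dose screen, limit read from the data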;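 note: 0% = DMSO negative control and 100% = EDTA positive control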
HMGR II inh: inhibitors of class II HMG-CoA reductase from Enterococcus faecalis; purified E. faecalis HMGR, NADPH absorbance 340 nm kinetic; 190,000 compounds, 0.41% hits; AID 1066; inhibition, % at 10 µM;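 active = inhibition above a set limit, the median over all tested compounds plus 3 SD, cut at about 9.5% in these data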;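 note: enzyme runs in reverse so mevalonate oxidation gives rising NADPH absorbance; 0% = complete reaction with DMSO and 100% = background rate lacking mevalonate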
* marks the source's active call; other numbers are inactive results; / = not tested or not shown.

SMILES	DTT redox prof	Lmaj promast	RAM network inh	PMI act	TNAP inh hi DEA	Hsp70 act	S1P3 antag	PMI act hi M6P	TNAP inh no acc	HMGR II inh
Cc1cc(Br)c2[nH]c3c(c2c1)CCCC3=O	0.1	4	-0.3	0.9	-1	-0.2	/	1	-14	-1
COC(=O)Cn1cnc2sc(C)c(S(=O)(=O)N3CCN(c4ccccc4OC)CC3)c2c1=O	-1.2	0	6.3	0.8	1	-0.2	18	0.8	-5	2
CCNS(=O)(=O)c1ccc(NC(=O)c2ccccc2SCCOC)cc1	-0.9	6	-0.1	0.9	-1	-0.1	-2	1	-3	0
Cc1cc(-c2n[nH]c(=S)n2/N=C/c2sccc2C)n[nH]1	0.1	-6	4.3	1	0	-0.1	-8	1.1	-68	-7
COc1ccc(S(=O)(=O)Nc2ccc(N3CCOCC3)cc2)cc1Br	-0.5	18	1.2	0.9	2	-0.2	/	1	-12	-3
COc1ccc(C(=O)N2CCN(c3ccccn3)CC2)cc1[N+](=O)[O-]	-0.6	-4	-0.3	1	-7	-0.3	-7	0.9	-13	-1
Clc1ccc(-c2csc(N/N=C/c3cccnc3)n2)c(Cl)c1	0.0	-2	2.3	1.2	1	-0.4	0	1.2	-16	-3
CC1(C)CC(=O)C(Sc2ccc(Br)cc2)=C(O)C1	-0.1	-6	-1.1	1	0	-0.3	1	1	-6	-3
CC1CCC2(CC1)NC(=O)N(CC(=O)Nc1sc3c(c1C(N)=O)CCC3)C2=O (stereo unspecified)	-0.8	13	-0.6	0.8	-4	-0.1	-3	0.7	-17	-5
Cc1sc2ccc3sccc3c2[n+]1C	0.1	-2	1.9	1.2	-2	-0.3	-2	1.7	10	-4
Cc1ccc(Nc2ncnc3sc(C)c(C)c23)cc1	2.9	6	-0.1	0.9	-2	-0.3	/	0.9	-7	-4
Cc1cc(/C=C2/C(=O)NN(c3ccccc3)C2=O)c(C)n1-c1ccc(O)cc1	-0.2	23	9.9*	1	11	-0.2	1	1	-6	-7
CCCCN(C)C(=O)c1nc2ccccn2c1CN1CCN(c2ncccn2)CC1	-0.8	1	0.3	0.9	-4	0.1	-4	0.9	-7	0
Cc1ccc(Cn2nc(C)c(NC(=O)C3CC3)c2C)cc1	45	-4	1.2	1	0	-0.2	/	1	-7	-3
Cc1cc(C)c(Cn2cnc3ccccc32)c(C)c1	0.4	33	0.5	1.1	-2	-0.1	-9	1	13	9
CC(=O)Nc1nc(C)cs1	-1.6	-10	0.4	1.1	-5	0.0	-12	1.1	-16	0
COC(=O)CN1C(=O)N/C(=C/c2cc(OC)c(OC)cc2C)C1=O	0.2	-1	0.4	1	-5	0.1	-7	1	-12	0
CCN(CC)CCN1C(=O)C(=O)/C(=C(/O)c2cnn(-c3ccccc3)c2C)C1c1ccc(C)o1 (stereo unspecified)	1.4	-3	0.7	1	-4	0.1	/	0.8	-5	0
CC[n+]1c(C)cc(C)n1-c1ccccc1	-0.8	-8	3.8	0.6	-4	-0.3	-13	1	-13	-5
CC1(C)Oc2ccc3ccc(=O)oc3c2/C(=C/NCCN/C=C2\C(=O)C(C)(C)Oc3ccc4ccc(=O)oc4c32)C1=O	0.1	44	7.0	1	2	-0.3	/	1	-17	-5
CC(C)NC(=O)COc1ncnc2sccc12	1.9	0	0.5	1	1	-0.2	/	1	-5	-3
Cc1ccc(OCC(=O)Nc2cc(C)on2)c([N+](=O)[O-])n1	0.0	4	0.1	1	-7	0.0	-15	1.1	-14	-1
Cc1cc(C(=O)CSc2nnnn2-c2ccc(Cl)cc2)c(C)n1CC1CCCO1 (stereo unspecified)	0.1	-2	4.1	0.9	-1	-0.1	-18	0.9	-16	-1
COc1ccc(N2C(=O)CCC(C(=O)c3ccccc3)=C2C)cc1	-0.1	-6	0.8	1.1	-5	-0.4	7	1	-10	-1
CC1CCN(S(=O)(=O)N2CCC(C(=O)NCCC3=CCCCC3)CC2)CC1	-0.5	3	3.2	1	-9	-0.2	5	1.1	-16	2

Taken from the entries so far, 2 compounds:
SMILES	DTT redox prof	Lmaj promast	RAM network inh	PMI act	TNAP inh hi DEA	Hsp70 act	S1P3 antag	PMI act hi M6P	TNAP inh no acc	HMGR II inh
CCNS(=O)(=O)c1ccc(NC(=O)c2ccccc2SCCOC)cc1	-0.9	6	-0.1	0.9	-1	-0.1	-2	1	-3	0
Cc1cc(-c2n[nH]c(=S)n2/N=C/c2sccc2C)n[nH]1	0.1	-6	4.3	1	0	-0.1	-8	1.1	-68	-7

For convenience, 12 of the compounds above:
SMILES	DTT redox prof	Lmaj promast	RAM network inh	PMI act	TNAP inh hi DEA	Hsp70 act	S1P3 antag	PMI act hi M6P	TNAP inh no acc	HMGR II inh
COc1ccc(S(=O)(=O)Nc2ccc(N3CCOCC3)cc2)cc1Br	-0.5	18	1.2	0.9	2	-0.2	/	1	-12	-3
COc1ccc(C(=O)N2CCN(c3ccccn3)CC2)cc1[N+](=O)[O-]	-0.6	-4	-0.3	1	-7	-0.3	-7	0.9	-13	-1
Clc1ccc(-c2csc(N/N=C/c3cccnc3)n2)c(Cl)c1	0.0	-2	2.3	1.2	1	-0.4	0	1.2	-16	-3
CC1(C)CC(=O)C(Sc2ccc(Br)cc2)=C(O)C1	-0.1	-6	-1.1	1	0	-0.3	1	1	-6	-3
CC1CCC2(CC1)NC(=O)N(CC(=O)Nc1sc3c(c1C(N)=O)CCC3)C2=O (stereo unspecified)	-0.8	13	-0.6	0.8	-4	-0.1	-3	0.7	-17	-5
Cc1sc2ccc3sccc3c2[n+]1C	0.1	-2	1.9	1.2	-2	-0.3	-2	1.7	10	-4
Cc1ccc(Nc2ncnc3sc(C)c(C)c23)cc1	2.9	6	-0.1	0.9	-2	-0.3	/	0.9	-7	-4
Cc1cc(/C=C2/C(=O)NN(c3ccccc3)C2=O)c(C)n1-c1ccc(O)cc1	-0.2	23	9.9*	1	11	-0.2	1	1	-6	-7
CCCCN(C)C(=O)c1nc2ccccn2c1CN1CCN(c2ncccn2)CC1	-0.8	1	0.3	0.9	-4	0.1	-4	0.9	-7	0
Cc1ccc(Cn2nc(C)c(NC(=O)C3CC3)c2C)cc1	45	-4	1.2	1	0	-0.2	/	1	-7	-3
Cc1cc(C)c(Cn2cnc3ccccc32)c(C)c1	0.4	33	0.5	1.1	-2	-0.1	-9	1	13	9
CC(=O)Nc1nc(C)cs1	-1.6	-10	0.4	1.1	-5	0.0	-12	1.1	-16	0

Later entries.
SMILES	DTT redox prof	Lmaj promast	RAM network inh	PMI act	TNAP inh hi DEA	Hsp70 act	S1P3 antag	PMI act hi M6P	TNAP inh no acc	HMGR II inh
O=C(O)c1ccccc1-c1ccccc1C(=O)Nc1nccs1	-0.5	-2	1.7	1.2	-4	-0.3	-17	1.2	-12	0
Cc1c(S(=O)(=O)Nc2cc(Cl)ccc2Cl)c(=O)n(C)c(=O)n1C	0.3	0	0.2	1	2	0.0	7	1	-5	-1
COc1ccc(-n2cnnc2SCC(=O)Nc2cccc([N+](=O)[O-])c2)cc1	-1.9	-10	1.5	1	-7	-0.1	-15	0.9	-4	-1
N#Cc1c(-c2ccc(C(F)(F)F)cc2)cc(-c2ccccc2)[nH]c1=S	0.6	49	3.2	1.2	-1	-0.3	-3	1.2	7	0
CN(C)CCCN(C(=O)CCOc1ccccc1)c1nc2ccc(F)cc2s1	-1.7	93*	0.6	0.7	0	0.3	4	0.6	1	-3
Cc1ccc(C2CC(=O)NC(SCC(N)=O)=C2C#N)s1 (stereo unspecified)	-0.2	-1	1.8	1	-6	-0.1	-9	1	-4	5
CCC(=O)N1CCN(c2ccc(NC(=O)c3ccc(C#N)cc3F)cc2Cl)CC1	-0.1	5	3.3	1	-1	-0.4	-13	1	-5	1
Cn1c(N)c(C(=O)COC(=O)C2=COCCO2)c(=O)n(C)c1=O	0.1	-2	1.8	1.1	5	0.0	/	1	-10	-3
CNc1nc2c(c(=O)n(C)c(=O)n2C)n1Cc1ccccc1	2.1	-3	3.1	1	-6	-0.5	3	1	-15	-9
Cc1nc(NC(=O)c2cccs2)ccc1Br	-0.3	4	-0.1	1	-1	-0.1	-1	1	-7	-1
CCC(C)(C)n1nnnc1CN1CCc2ccccc21	-0.4	2	1.8	0.9	0	-0.3	/	1	-8	-2
CCC(C)[C@H](NC(=O)Nc1cccc(Br)c1)C(=O)OC (stereo partly specified)	0.0	-6	-0.3	0.9	-3	0.1	8	0.9	-8	-1
CC(C)CN(C(=O)CCc1ccccc1)c1c(N)n(CC(C)C)c(=O)[nH]c1=O	-0.3	-4	1.8	0.9	-3	-0.2	-5	1	-16	5
CN1CCc2c(sc(N)c2C(=O)O)C1	-0.2	3	1.4	0.8	2	0.5	-12	0.8	-12	-4
CCC(C)(C)NC(=O)C(c1ccccc1)N(C(=O)c1csnn1)C1CC1 (stereo unspecified)	4.8	19	1.7	1.1	-4	-0.2	/	1.1	-7	-6
CC1Oc2ccccc2N(CC(=O)N(Cc2ccccc2)Cc2ccccn2)C1=O (stereo unspecified)	1.9	6	3.8	0.9	4	-0.6	-12	0.9	-4	-3
